# Screening results: PubChem BioAssay, several laboratories
# zfTRPN1 agonist – agonists of zebrafish TRPN1 channel. HEK293 zebrafish TRPN1-YFP, Fluo-8 calcium fluorescence; 100% = response to 87 µM carbachol. 220,000 tested, 0.18% active. activation, % at 3 µM;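 active = activation above its plate's cutoff, the mean activation of test wells on that plate plus 3 SD, cut at about 19% in these data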;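 also: 0% = DMSO alone and 100% = 87 µM carbachol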
#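 Control set: carbachol 87 µM as high control, DMSO as low control; system: HEK293 stable line with zebrafish TRPN1-YFP; read-out: % activation versus carbachol response; detection: intracellular calcium fluorescence with Fluo-8; doses: single test compound dose, 3 µM nominal, 0.3% DMSO; schedule: dye 1 h 37 °C plus 30 min RT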
# RBBP9 inhibitor – human RBBP9 hydrolase inhibition | inhibition, % at 7.94 µM | 220,000 tested, 0.2% active | AID 1515 | O75884 | recombinant RBBP9, FP-Rh probe fluorescence polarization;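 active = inhibition above the campaign mean of all tested compounds plus 3 SD, cut at about 14% in these data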;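 also: plate controls were DMSO wells with RBBP9 for no effect and wells lacking RBBP9 protein for full effect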
# Target sequence (O75884 whole entry, looked up): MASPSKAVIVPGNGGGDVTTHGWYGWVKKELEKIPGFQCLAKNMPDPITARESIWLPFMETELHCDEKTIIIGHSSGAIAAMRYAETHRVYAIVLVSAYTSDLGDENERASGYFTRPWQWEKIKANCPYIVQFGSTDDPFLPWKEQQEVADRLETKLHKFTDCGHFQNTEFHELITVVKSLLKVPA
#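 Controls: DMSO-treated enzyme wells and wells lacking RBBP9 | Material: RBBP9 protein | Technique: Fluorescence polarization | Replication: Single well per compound, no replicates | Buffer or medium: Tris-NaCl-Pluronic buffer, pH 8.0 | Timing: 30 min compound preincubation, 45 min probe labeling, 25 °C | Read-out basis: Percent inhibition from mP, scaled between DMSO and no-protein wells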
# TRPML3 agonist – activates the human TRPML3 channel. activation, % at 3 µM. AID 1448. HEK293 TRPML3-YFP, Fluo-8 calcium fluorescence; 100% = the carbachol control signal. 220,000 tested, 0.29% active. Q8TDD5;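 active = activation above its plate's cutoff, the mean activation of the plate's test wells plus 3 SD, cut at about 12% in these data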;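 also: 0% = DMSO only wells and 100% = carbachol wells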
# Target sequence (Q8TDD5 whole entry, looked up): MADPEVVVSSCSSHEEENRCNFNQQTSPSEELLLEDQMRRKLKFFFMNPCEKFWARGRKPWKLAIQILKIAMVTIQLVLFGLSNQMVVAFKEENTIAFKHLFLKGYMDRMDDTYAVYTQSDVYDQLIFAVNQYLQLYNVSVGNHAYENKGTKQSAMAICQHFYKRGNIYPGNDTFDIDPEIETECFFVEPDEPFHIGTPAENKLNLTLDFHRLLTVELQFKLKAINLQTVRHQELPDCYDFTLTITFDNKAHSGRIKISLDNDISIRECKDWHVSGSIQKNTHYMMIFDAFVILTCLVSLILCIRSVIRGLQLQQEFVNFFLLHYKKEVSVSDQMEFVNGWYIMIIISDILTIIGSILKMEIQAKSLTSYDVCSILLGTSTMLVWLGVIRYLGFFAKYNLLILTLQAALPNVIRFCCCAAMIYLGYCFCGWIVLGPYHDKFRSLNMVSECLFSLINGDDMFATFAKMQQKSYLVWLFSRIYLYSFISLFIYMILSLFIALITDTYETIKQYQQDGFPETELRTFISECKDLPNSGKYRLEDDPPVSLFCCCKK
#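 Test system: HEK293 cells stably carrying human TRPML3-YFP; Doses: single dose, 3 µM final nominal compound, 0.3% DMSO final; Schedule: dye loading 1 h 37 °C then 30 min ambient, 125 s read; Technique: Fluo-8 calcium fluorescence; Benchmarks: high control carbachol 87 µM, low control DMSO.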
# CHOP inh – blocks CHOP induction under ER stress. CHO-K1 CHOP-promoter luciferase, tunicamycin-induced, 15-18 h. inhibition, % at 10 µM. 220,000 tested, 3.8% active;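 active = compounds that reduced the stress-induced luciferase reporter signal by more than about 70% of percent inhibition, limit read from the data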;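 also: 0% = tunicamycin plus vehicle and 100% = wells without tunicamycin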
# Ba/F3 V617F tox – loss of viability in JAK2V617F-driven Ba/F3 cells; Ba/F3 EpoR-JAK2V617F viability, ATP luminescence; inhibition, % at 5.6 µM; 220,000 tested, 1.1% active;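 active = inhibition above the campaign mean plus 3 SD over all tested compounds, cut at about 24% in these data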;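 also: cytokine-independent growth of Ba/F3 cells driven by EpoR plus mutant JAK2; 0% = DMSO-treated cells and 100% = JAK inhibitor I control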
# Wee1 degr inh – blocks degradation of human Wee1 kinase; HeLa Luc-Wee1K328M stability, luciferase luminescence; 100% = proteasome inhibitor MG132 effect; AID 1321; 220,000 tested, 1.2% active; reporter increase, % at 5 µM; P30291;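 active = activation above the mean of all tested compounds plus 3 SD, set per screening run, cut at about 8.8% in these data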;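 also: cells exposed to compound for 20 h before luminescence read; 0% = DMSO alone and 100% = MG132 at 30 µM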
# PPC-1+TRAIL kill – kills PPC-1 cancer cells in the presence of TRAIL; PPC-1 cells + TRAIL, ATPLite viability luminescence; 220,000 tested, 0.41% active; AID 1443; cell killing (% activity), % at 4 µM;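 active = cell killing above 50% in the first pass at 4 µM, then a duplicate retest at 5 µM averaging 50% or more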;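 also: plate controls were cells with TRAIL plus DMSO for no effect and medium-only wells lacking cells for full effect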
# BaF3 parental – reduces parental Ba/F3 cell viability, JAK2V617F counter-screen; inhibition, % at 5.6 µM; 220,000 tested, 1.1% active; AID 1486; CellTiter-Glo ATP luminescence;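 active = inhibition above a per-campaign cutoff, the mean inhibition of all tested compounds plus 3 SD, cut at about 27% in these data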;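 also: 0% = DMSO wells and 100% = JAK Inhibitor I control wells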
# TNF death inh – inhibitors of TNF-alpha induced necroptosis in Jurkat FADD-/- cells; Jurkat FADD-/- TNF necroptosis rescue, ATP luminescence, 24 h; 0 = TNF only, 100 = no-TNF cells; activation (protection from cell death), % at 10 µM; 220,000 tested, 0.068% active; AID 463075;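 active = activation, meaning protection from cell death, of at least 50% relative to plate controls; inactive = activation below 50%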;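 also: necroptosis triggered by 40 ng/mL TNF-alpha added together with compound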
# * = called active by the depositor; nt = not tested or not shown.
SMILES,zfTRPN1 agonist,RBBP9 inhibitor,TRPML3 agonist,CHOP inh,Ba/F3 V617F tox,Wee1 degr inh,PPC-1+TRAIL kill,BaF3 parental,TNF death inh
O=C(CS(=O)(=O)c1ccccc1)Nc1cccnc1,-1.1,-7,0.8,-3,-2,1,-12,-1,0.7
O=C(Nc1ccc(N2CCCC2)c(Cl)c1)c1ccccc1[N+](=O)[O-],0.5,1,-0.1,2,-2,2,7,3,1.7
O=C(COC(=O)c1ccc(Br)o1)Nc1nc2ccccc2s1,0.6,-7,1.3,25,-2,0,3,4,1.2
C/C(=N\NC(=O)c1ccccc1F)c1ccc(C#N)cc1,-0.1,1,1.3,15,-2,0,-3,6,0.5
CSc1nc(=NC(C)=O)ss1,-0.2,-8,1.2,-36,-2,-2,6,4,-6.7
CNC(=O)CSc1nc(N)c2c3c(sc2n1)CCC3,0.2,1,0.4,10,-2,-1,5,1,-2.0
O=C(c1cnn2ccccc12)N1CCN(C2CCCCC2)CC1,0.7,-6,0.6,5,-4,-1,10,-1,1.7
Cc1nnc(SCCC(C)C)[nH]c1=O,-0.1,-1,1.0,5,2,-1,8,2,2.9
COc1ccc(S(=O)(=O)Nc2ccncc2)c(C)c1C,0.3,-9,0.9,-1,0,-5,4,-1,0.3
Cc1ccc(Sc2ncccc2C(=O)O)c(C)c1,0.7,5,0.1,0,8,-2,16,7,-1.1
CCOC(=O)c1[nH]c2ccccc2c1NC(=O)COC,0.0,-7,0.8,24,-3,-1,20,1,0.8
CCn1c(COc2ccccc2OC)nnc1SCC#N,1.3,-5,0.4,-5,3,10*,4,1,0.0
O=C(NCc1ccco1)C1CCCN1C(=O)Nc1ccccc1 (centres undefined),0.9,-9,0.3,-2,0,3,9,7,0.5
Fc1cccc(CSc2ccc(-c3ccco3)nn2)c1,-0.8,-6,-0.3,1,-2,3,19,4,2.9
O=C(N/N=C/c1ccc2nccnc2c1)c1cccc([N+](=O)[O-])c1,-1.0,-3,0.4,-21,-2,-1,-2,6,1.3
COc1ccc(C(=O)OCC(=O)NCc2ccc3c(c2)OCO3)cc1[N+](=O)[O-],0.7,-12,0.1,6,-2,4,26,5,0.8
CCCCCOC(=O)C1=C(C)Nc2nnnn2C1c1ccc(OC)c(OC)c1OC (centres undefined),-1.2,-3,-0.8,-10,5,-1,21,8,-6.7
CCC(=O)N1CCN(c2ccc(Cl)cc2NC(=O)Cc2ccccc2)CC1,-1.8,-5,-1.4,25,-3,0,24,0,0.3
O=C1CCC([N+](=O)[O-])C(c2ccc(Cl)cc2Cl)N1 (centres undefined),0.2,-1,0.4,8,-1,-2,8,3,1.1
COc1ccccc1CNC(=O)CN1CCC(NC(=O)c2ccccc2F)CC1,0.1,-6,0.4,-18,4,-1,28,2,-1.0

# A run of entries of the results above, as a working copy:
SMILES,zfTRPN1 agonist,RBBP9 inhibitor,TRPML3 agonist,CHOP inh,Ba/F3 V617F tox,Wee1 degr inh,PPC-1+TRAIL kill,BaF3 parental,TNF death inh
CNC(=O)CSc1nc(N)c2c3c(sc2n1)CCC3,0.2,1,0.4,10,-2,-1,5,1,-2.0
O=C(c1cnn2ccccc12)N1CCN(C2CCCCC2)CC1,0.7,-6,0.6,5,-4,-1,10,-1,1.7
Cc1nnc(SCCC(C)C)[nH]c1=O,-0.1,-1,1.0,5,2,-1,8,2,2.9

# Carrying on.
SMILES,zfTRPN1 agonist,RBBP9 inhibitor,TRPML3 agonist,CHOP inh,Ba/F3 V617F tox,Wee1 degr inh,PPC-1+TRAIL kill,BaF3 parental,TNF death inh
COP(=O)(OC)C(NC(=O)Nc1ccccc1)c1ccccc1 (centres undefined),-1.2,2,0.5,-4,-1,6,2,-3,0.1
Cc1ccc(CN2CCN(CC(C)C)C(CCO)C2)s1 (centres undefined),1.3,1,0.5,-20,-1,-1,7,7,0.8
O=c1[nH]c(CN2CCc3ccccc32)nc2scc(-c3cccs3)c12,1.3,-11,0.7,88*,-4,1,8,2,0.0
CCOC(=O)c1sc(NC(=O)c2ccccc2C(=O)O)c(C(=O)OCC)c1C,-2.0,-6,1.0,7,1,0,0,-1,-2.6
COc1ccc(-c2cnc(N)n2C)cc1,0.7,-3,0.8,6,1,-5,1,5,1.6
CC(=O)Nc1ccc(NC(=O)CSc2nnc(-c3ccco3)o2)cc1,1.3,-6,0.7,-1,0,7,0,4,0.3
Cc1ccc(CN2C(=O)CCC2C(=O)NCc2ccc3c(c2)OCO3)cc1 (centres undefined),0.6,-6,-0.4,-31,-1,3,0,3,-0.6
O=C(N/N=C/c1cccc([N+](=O)[O-])c1)c1cccc(Br)c1,-0.2,-1,1.2,-27,4,9.4*,-2,7,1.3
Cn1nnc(NC(=O)c2cccc(OCc3ccccc3)c2)n1,-1.4,-8,0.5,2,1,-2,6,3,-1.3
Cn1c(SCC(=O)Nc2ccccc2F)nnc1-c1ccc(S(=O)(=O)N2CCOCC2)cc1,0.9,3,1.0,-13,-1,3,-12,9,-0.4
CN(C)C(=O)Cn1c(SCC(=O)Nc2ccc3c(c2)OCO3)nc2ccccc21,1.4,1,-0.3,-7,-3,-3,6,3,-0.1
Cc1ccc(-n2nnc3c(=O)oc4ccccc4c32)cc1,0.5,-7,-0.4,59,-3,-1,44,4,-2.7
CCN=C1SC(CC(=O)Nc2ccccc2OCC)C(=O)N1CC (centres undefined),-0.6,-6,0.4,4,-1,-1,-6,5,-1.8
O=C1NN=C(c2ccccc2)CC1c1c[nH]c2ccccc12 (centres undefined),0.2,-7,-0.2,4,6,8,-9,6,0.4
COc1ccc(CC(=O)NNc2ncnc3c2cnn3-c2ccc(C)cc2)cc1,0.5,-3,-0.3,-14,-3,-2,-3,4,2.5
CC1=C(C#N)C(=O)N(C2CCS(=O)(=O)C2)C(=O)/C1=C\c1ccco1 (centres undefined),1.4,7,0.9,-16,3,4,7,-1,-2.8
CC(=O)Nc1ccccc1-c1nc2ccccc2nc1OCC(=O)c1ccc(Br)cc1,-0.4,1,0.1,64,0,0,10,3,-4.0
Cc1ccc(NC(=S)NCc2cccs2)cc1,0.3,-6,0.5,12,3,5,5,2,-7.9
Cc1nn(-c2ccc(C(F)(F)F)cn2)c(C)c1Oc1ccccc1O,0.1,-3,0.5,100*,-1,2,-16,8,-0.2
Cc1noc(C)c1COC(=O)CCN1c2ccccc2Sc2ccccc21,-1.4,-11,-0.2,35,1,-2,33,4,-6.2
CCN(CC(=O)Nc1cc(Cl)ccc1C)c1ncnc2sc(C)c(C)c12,-1.9,-4,-1.1,10,-4,-3,20,4,0.8
Cc1cc(O)c(NC(=O)c2ccco2)cc1C,0.6,0,-0.1,41,6,2,30,7,-4.1
CC(C)C(NS(=O)(=O)c1cccs1)C(=O)N1CCc2ccccc2C1 (centres undefined),1.8,-8,0.3,21,2,-1,-12,2,-2.2
COc1ccc(S(=O)(=O)N(C)CC(=O)Nc2cccc(C(C)=O)c2)cc1Cl,1.0,-1,0.0,35,-2,0,-7,-1,-0.6
CCOC(=O)N1CCN(C(=O)CN2C(=O)CC(C)(C)S(=O)(=O)c3ccccc32)CC1,1.6,-4,1.2,1,1,-1,15,4,1.6
N#Cc1c2c(c[nH]c1=O)CCN2Cc1ccccc1,0.6,-10,0.1,-3,0,1,-8,1,-0.8
COc1ccccc1NC(=S)N(CCCN1CCOCC1)Cc1cccs1,9.9,4,-0.1,29,-2,-1,12,-1,1.7
O=C(NCc1cccnc1)c1c[nH]c2cc3c(cc2c1=O)OCCO3,-0.6,-4,1.0,nt,27*,-4,22,41*,-13
CC1CCCCC1NC(=O)CN(C)S(=O)(=O)c1cccc2cccnc12 (centres undefined),1.1,-10,0.7,5,1,1,12,1,1.9
CCOc1ccc(C2/C(=C(\O)c3cccc(OC)c3)C(=O)C(=O)N2c2cc(C)on2)cc1OC (centres undefined),2.1,-10,0.5,-14,-4,0,-20,1,0.7
CCOC(=O)c1ccccc1NC(=O)c1cc(S(=O)(=O)N2CCOCC2)ccc1F,-1.7,-1,-0.6,17,-4,-2,28,0,-4.6
COc1ccc(OC)c(NC(=O)c2c(NC(=O)c3ccco3)sc3c2CCC3)c1,-0.1,-9,0.3,44,-2,-2,18,-1,0.6
Cc1cc(C(=O)Nc2nnc(C3CCCCC3)s2)no1,-0.1,-10,0.8,37,3,-1,4,8,-0.1
CC(NCc1ccncc1)C12CC3CC(CC(C3)C1)C2 (centres undefined),2.2,2,1.2,11,-2,5,14,1,1.2
CC(NC(=O)C12CC3CC(CC(C3)C1)C2)C(=O)N/N=C/C1=C(N2CCOCC2)C(=C\c2cccc([N+](=O)[O-])c2)/CC1 (centres undefined),1.5,2,0.6,-6,-2,3,14,6,3.0
CC(C)(C)c1cc(S(=O)(=O)CCc2ccccn2)cc(C(C)(C)C)c1F,-0.6,2,-0.7,97*,-5,5,-10,1,-1.4
Cc1onc(-c2ccccc2)c1-c1csc(N/N=C/c2ccccc2Cl)n1,-0.9,-14,0.3,6,-1,0,-11,-3,0.9
CCNC(=O)C1CC(=O)N(c2ccc(Br)cc2)C1 (centres undefined),0.7,-5,0.3,36,0,3,11,4,-3.2
Cc1cccc(NC(=O)Nc2ccc(S(N)(=O)=O)cc2)c1,2.1,-9,1.1,0,1,0,-2,-6,5.0
COCCCNC(=O)C1CCN(C(=O)c2cc3sccc3n2Cc2ccc(F)cc2)CC1,4.0,-1,-0.1,27,-1,-4,-23,6,-6.8
CC(C)CC(=O)Nc1nnc(CSCc2ccc(F)cc2)s1,-1.5,-7,0.4,3,0,0,4,0,3.0
Cc1csc(SCC(=O)Nc2cc(S(=O)(=O)N3CCOCC3)ccc2N2CCOCC2)n1,-0.8,3,0.6,22,-1,1,6,-5,1.6
CCCOc1c(Cl)cc(/C=N/O)cc1OCC,-1.7,-2,-1.5,102*,-3,-1,27,0,-1.9
CCCn1c(=NC(=O)c2ccco2)c(C(=O)OCC)cc2c(=O)n3ccccc3nc21,0.2,0,-0.3,-2,1,3,11,6,-4.7
O=C(c1scc2c1CCCC2)N1CCCCC1,-0.7,3,0.5,-5,-2,-1,22,1,-2.7
CC(=O)c1cccc(N(CC(=O)Nc2ccccc2F)S(C)(=O)=O)c1,-0.1,-6,0.4,13,0,4,12,5,-0.4
CCc1c(C)sc(NC(=O)c2cccs2)c1C(=O)OC(C)C,-0.6,-2,1.1,36,-2,2,8,0,0.0
Cc1cc(NC(=O)NCC(F)(F)F)no1,3.7,-7,0.9,15,-1,1,4,1,0.5
O=C(N/N=C/c1ccc(Cl)cc1)c1nc2ccc([N+](=O)[O-])cc2c(=O)[nH]1,0.4,-4,0.7,0,4,-3,-14,14,-0.8
